From PubChem BioAssay
GLD-1 RNA inh: GLD-1-TGE RNA interaction inhibition (C. elegans); Q17339; purified GLD-1 + fluorescein TGE RNA, fluorescence polarization; inhibition, % at 5.96 µM; hit rate 0.44% among 320,000; AID 2280;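 active = percent inhibition above a per-plate cutoff, the plate mean of test compounds plus 3 SD, cut at about 30% in these data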;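 note: 0% = DMSO wells with GLD-1 and probe and 100% = wells lacking GLD-1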
MCL1-BIM inh: disrupts human MCL1 binding to BIM-BH3 peptide; hit rate 0.68% among 320,000; Q07820; GST-MCL1 / FITC-Bim-BH3 fluorescence polarization; inhibition, % at 10.9 µM;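 active = inhibition above the mean inhibition of all tested compounds plus 3 SD, set per campaign, cut at about 40% in these data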;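 note: 0% = DMSO wells and 100% = unlabeled Bim-BH3 peptide control; higher means more loss of mP so more displacement of Bim peptide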
MEX-5 binding: C. elegans MEX-5 TCR-2 RNA binding activity; Q9XUB2; activity score (negative = inhibition of binding), % at 10 µM; hit rate 0.38% among 300,000; MEX-5/FITC-TCR2 RNA binding, fluorescence polarization; hits give low values;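 active = inhibition past about -25% in most replicates, and total fluorescence under double the plate's negative control median, limit read from the data; inconclusive = replicates evenly split on the limit, or fluorescence at least double controls; inactive = too little inhibition in most replicates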;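 note: 0% = DMSO and -100% = 5 µM competing unlabeled TCR2 RNA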
CIT2 TOR yeast: alters CIT2-GFP fluorescence in TOR pathway yeast screen; S. cerevisiae CIT2-GFP strain, flow cytometry, 3 h; 100 means same as DMSO wells; GFP response vs DMSO, % at 10 µM; hit rate 0.065% among 320,000; AID 2029;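 active = GFP response relative to DMSO above a set limit, near the screen mean plus 3 SD, cut at about 150% in these data; inconclusive = Fewer than 70 cells measured for a yeast strain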;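 note: ratio of well median GFP fluorescence to mean of DMSO wells on the plate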
VLA-4 inh: inhibition in a human VLA-4 binding assay. inhibition, % (about 7 µM as worked out from the volumes in the protocol). hit rate 0.2% among 330,000. VLA-4 expressing cells, ligand binding flow cytometry. AID 2557; in the data active = inhibition above about 50%
Fam108B inh: counter-screen for RBBP9 inhibitors: inhibitors of mouse Fam108B; recombinant Fam108B, FP-Rh probe fluorescence polarization; inhibition, % at 9.51 µM; hit rate 0.33% among 300,000; AID 1947;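 active = inhibition above the screen mean inhibition plus 3 SD, computed separately per campaign, cut at about 18% in these data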;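 note: inhibitors lower polarization as less probe binds the enzyme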
BCLXL inh: inhibitors of human Bcl-xL. Q07817. GST-Bcl-xL / FITC-Bim BH3 peptide fluorescence polarization. inhibition, % at 10.9 µM. hit rate 0.7% among 320,000. AID 2129;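 active = inhibition above the mean of all tested compounds plus 3 SD, cutoff set per campaign, cut at about 30% in these data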;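 note: 0% = DMSO wells and 100% = unlabeled Bim-BH3 peptide competitor; inhibitors lower millipolarization by displacing the labeled peptide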
Target sequence (Q07817 whole entry, looked up): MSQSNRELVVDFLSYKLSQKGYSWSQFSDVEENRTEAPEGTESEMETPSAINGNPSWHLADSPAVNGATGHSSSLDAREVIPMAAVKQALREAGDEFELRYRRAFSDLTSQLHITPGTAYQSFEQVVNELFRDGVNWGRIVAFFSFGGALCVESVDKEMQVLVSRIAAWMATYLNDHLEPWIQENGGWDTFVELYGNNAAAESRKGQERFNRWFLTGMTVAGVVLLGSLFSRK
GRK2 aptamer HTS: inhibitors of human GRK2 displacing RNA aptamer. P25098. bead flow cytometry, FAM-aptamer displacement from GRK2. inhibition of aptamer binding, % at 10 µM. hit rate 0.59% among 330,000. AID 488847;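 active = inhibition of aptamer binding above 40%, roughly 3 SD of noise, on plates passing a quality check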;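 note: median bead fluorescence of bound FAM aptamer so fluorescent compounds give negative values; no value below 0 was filed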
Target sequence (P25098 whole entry, looked up): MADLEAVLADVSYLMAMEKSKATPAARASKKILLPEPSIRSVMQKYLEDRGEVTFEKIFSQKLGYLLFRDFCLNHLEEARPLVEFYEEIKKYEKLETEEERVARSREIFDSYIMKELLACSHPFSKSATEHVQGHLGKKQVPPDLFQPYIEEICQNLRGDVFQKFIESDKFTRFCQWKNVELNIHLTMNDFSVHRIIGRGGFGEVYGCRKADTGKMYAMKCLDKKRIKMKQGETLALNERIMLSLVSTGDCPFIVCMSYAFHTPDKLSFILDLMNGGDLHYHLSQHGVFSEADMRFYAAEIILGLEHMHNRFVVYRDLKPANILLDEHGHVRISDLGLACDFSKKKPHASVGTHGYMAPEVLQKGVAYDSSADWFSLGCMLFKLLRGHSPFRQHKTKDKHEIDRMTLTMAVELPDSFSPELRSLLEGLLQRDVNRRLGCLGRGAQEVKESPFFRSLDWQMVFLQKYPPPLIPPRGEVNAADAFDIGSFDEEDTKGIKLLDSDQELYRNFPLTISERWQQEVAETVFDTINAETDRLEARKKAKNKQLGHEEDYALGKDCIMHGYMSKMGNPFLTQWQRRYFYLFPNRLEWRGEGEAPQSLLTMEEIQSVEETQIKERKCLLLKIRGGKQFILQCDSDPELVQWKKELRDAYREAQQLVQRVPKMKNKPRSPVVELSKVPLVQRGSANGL
AGP1 TOR yeast: modulators of TOR pathway AGP1-GFP in S. cerevisiae; S. cerevisiae AGP1-GFP multiplex flow cytometry, 3 h; GFP as percent of DMSO wells; GFP response vs DMSO, % at 10 µM; hit rate 0.02% among 320,000; AID 2066;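 active = GFP response relative to DMSO above a set limit, near screen average plus 3 SD, cut at about 150% in these data; inconclusive = fewer than 70 cells counted for the yeast strain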;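 note: median GFP channel fluorescence of the gated AGP1 strain per well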
* marks the source's active call; other numbers are inactive results; ? = inconclusive; nt = not tested or not shown; & = joins results of further samples; [ ] = dose if it differs, or a comment.

SMILES	GLD-1 RNA inh	MCL1-BIM inh	MEX-5 binding	CIT2 TOR yeast	VLA-4 inh	Fam108B inh	BCLXL inh	GRK2 aptamer HTS	AGP1 TOR yeast
COc1ccc(C2CC(=O)C(C=NCC(C)C)=C(O)C2)cc1 (centres undefined)	nt	nt	1.5	102	-7	nt	nt	2	100
COc1ccc(C2C(C#N)=C(N)N(Nc3ccccc3)C3=C2C(=O)CC(C)(C)C3)cc1C (centres undefined)	11	11	4.3	91	-9	1	6	4	91
C=C1CCN([C@H](C(=O)NCc2ccc(OC)cc2)C(C)C)S(=O)(=O)c2ccccc21	-2	6	0.9	112	0	4	4	0	101
CCCN(CCC)C(=O)c1ccc2c(c1)N(CC)C(=O)c1ccccc1S2(=O)=O	72*	127*	2.1	112	30	-5	117*	0	106
CN1CCN(C(=O)/C=C/c2ccccc2)CC1	6	0	-1.9	105	13	-4	8	0	104
COc1ccc(NC(=O)c2ccc(Cn3cc(Cl)cn3)cc2)cc1	1	-5	0.3	99	22	-6	2	0	95
CCCOC(=O)Nc1nc(-c2ccc(C)cc2)c(C)s1	-1	3	1.2	83	3	-4	2	0	87
CC(=O)N[C@H]1[C@H]([C@H](O)[C@H](O)CO)OC(C(=O)O)=C[C@@H]1O	2	13	0.1	95	-21	-1	15	2	88
O=C(Nc1ncc(S(=O)(=O)c2ccc([N+](=O)[O-])cc2)s1)c1ccccc1F	-1	4	-0.2	95	4	1	-2	2	95
Cc1ccc(C(=O)n2c3ccccc3c3ccccc32)cc1	0	-4	-0.4	106	-11	-4	1	0	105
C=CCOC(=O)C1=C(C)N=C2SCCC(=O)N2C1/C=C/c1ccccc1 (centres undefined)	8	14	2.2	103	9	-6	3	0	103
Cc1ccc(C(C)C)cc1OCCOCCN1CCCC1	3	-2	-1.8	106	29	-3	2	1	103
CCC1Sc2ccc(S(=O)(=O)CCC(=O)Nc3ccc(C(=O)OC)cc3)cc2NC1=O (centres undefined)	-3	12	1.3	104	3	-4	1	38	105
O=C(NCCO)c1ccc2[nH]c3ccccc3c2c1	4	-2	-1.2	94	0	-4	1	5	96
Cc1c(Cl)cccc1NC(=O)NCc1cccnc1	nt	nt	-0.2	86	14	nt	nt	0	93
CCCCCCCOC(=O)c1ccc(OC(=O)c2cccnc2)cc1	8	2	2.5	101	-3	0	3	0	104
Cc1ccc(C(=O)N(C)CC(=O)Nc2cccc(C)c2C)o1	2	1	-0.1	101	21	0	4	1	97
O=C(NCC(c1ccco1)N1CCc2ccccc2C1)C(=O)Nc1ccccc1F (centres undefined)	5	8	-2.0	103	20	1	3	1	116
COc1cc(C=C2C(=O)c3ccccc3C2=O)cc(OC)c1OC	2	4	-54*	89	-21	3	11	2	89
O=C(Cc1ccccc1)NC(=S)Nc1cccc(C(F)(F)F)c1	-2	3	-2.5	86	5	-4	5	0	93
COc1cnc(SCC(=O)O)[nH]c1=O	3	-1	0.3	94	9	-4	3	3	94
CCOC(=O)N1CCN(C(=O)/C(=C/c2cccs2)NC(=O)c2cccs2)CC1	-6	4	2.2	104	12	0	4	0	101
O=C1C2C3C=CC(C3)C2C(=O)N1c1cccnc1 (centres undefined)	5	-2	1.2	96	12	3	0	2	100
Cc1ccc(C(=O)OC(C(=O)O)C(OC(=O)c2ccc(C)cc2)C(=O)O)cc1 (centres undefined)	2	-6	nt	94	5	nt	-5	0	84
Cc1cccc(C(=O)NC(C)C(=O)NC(c2nc3ccccc3[nH]2)C(C)C)c1 (centres undefined)	1	-15	nt	104	12	nt	-5	2	107
CC1CCN(S(=O)(=O)c2ccc(S(=O)(=O)NCc3ccccc3)cc2)CC1	2	-2	2.4	106	nt	-19	0	0	103
CC1(C)CC(C)(c2ccc(O)cc2O)N(c2ccc3ccccc3c2)C(=S)N1 (centres undefined)	5	22	0.6	107	-3	-5	6	0	106
CCCCc1cc(=O)oc2cc(OCC(=O)N(CC)CC)c(Cl)cc12	-2	7	-0.4	95	-2	0	5	0	95
CCN(C(=O)Cn1c(Cl)nc2c1c(=O)n(C)c(=O)n2C)C1CCCCC1	-3	nt	nt	107	3	nt	nt	0	104
CCOc1ccc(OCC)c(NC(=O)CNS(=O)(=O)c2cccs2)c1	3	-1	2.6	93	10	-1	-1	0	95
O=C(CCc1ccccc1)c1ccc2c(c1)OCCCO2	8	-1	-0.9	90	2	2	3	1	100
CCOc1ccc(C(=O)NC(=S)Nc2cccc(NC(=O)c3ccco3)c2)cc1[N+](=O)[O-]	1	2	0.2	98	16	-4	8	0	98
O=C(CN1CCOCC1)NNC(=S)Nc1ccccc1	4	2	-2.1	98	-4	-4	0	1	98
O=C1C=C(c2cc3ccccc3o2)C[C@@H](c2ccc(F)cc2)C1	2	1	nt	100	5	nt	6	1	100
CC(C)CCOCC(O)CCC(=O)NNC(=S)Nc1ccccc1 (centres undefined)	6	3	0.2	99	0	4	-3	2	97
Cc1cc(NC(=O)c2ccccc2)n(-c2nc3ccccc3[nH]2)n1	5	1	-0.5	99	29	-3	5	0	98
CC(=O)Nc1ccc(NC(=O)CSc2nnc(-c3ccc4c(c3)OCO4)o2)cc1	8	nt	nt	93	8	nt	nt	0	95
CCOc1ccc(N(Cc2ccc(C(=O)O)cc2)S(=O)(=O)c2ccc(C)cc2)cc1	5	8	-2.5	104	-1	0	7	13	101
CCOC(=O)c1cc2c(=O)n3ccccc3nc2n(Cc2ccco2)c1=NC(=O)c1cccc(OC)c1	-5	17	-4.1	?	-10	5	24	11	23[may fluoresce violet]
Cc1nc(-c2ccc(S(=O)(=O)Nc3cccc(Cl)c3)cc2)co1	6	1	-3.4	102	10	0	2	2	101
Cc1c2c(nc3c(C(=O)NC4CC4)cnn13)CCCC2	4	6	0.5	89	-1	-1	5	0	nt
CC(=O)c1ccc(N2CCN(S(=O)(=O)c3cc(-c4cc(C)no4)ccc3C(C)C)CC2)cc1	-2	7	2.6	97	7	-4	3	0	96
CCCNCC1C(Oc2ccc(Cl)cc2Cl)C(=O)N1c1cccc(C)c1C (centres undefined)	0	5	-0.5	99	9	0	5	0	93
Nc1nonc1C(=O)NCCNS(=O)(=O)c1ccc(Br)cc1	-1	6	-1.0	102	-3	3	2	5	100
Cc1cc(OCCN2CCCC2)ccc1C(C)C	-6	2	-0.8	85	7	-5	4	0	88
CCc1ccc(N2CC(C(=O)Nc3ccc(C)c(S(=O)(=O)N4CCOCC4)c3)CC2=O)cc1 (centres undefined)	0	-7	-1.1	92	14	-3	0	1	91
CCOC(=O)C1CCN(C(=O)CSCCSCC(=O)N2CCC(C(=O)OCC)CC2)CC1	-4	2	1.7	?	14	2	-2	0	?
CCOc1ccc(S(=O)(=O)N(C)C2CCCCC2)cc1	2	-2	3.5	94	4	0	-1	5	100
CCC(C)NC(=O)CC(c1ccccc1)c1cc(C)ccc1O (centres undefined)	-2	7	-0.7	94	0	-2	5	1	101
Cc1ccc(S(=O)(=O)Nc2cccc(-c3cn4ccsc4n3)c2)cc1	1	0	-0.7	98	-1	-2	0	0	96
Additional compounds follow.
SMILES	GLD-1 RNA inh	MCL1-BIM inh	MEX-5 binding	CIT2 TOR yeast	VLA-4 inh	Fam108B inh	BCLXL inh	GRK2 aptamer HTS	AGP1 TOR yeast
CC(=O)N1CCN(c2ccc(NC(=O)c3ccccc3)cc2)CC1	-1	5	0.3	104	-6	-2	7	2	100
COc1ccc(/C=C/c2nc(-c3ccccc3O)n(-c3ccccc3)n2)cc1	3	8	0.0	102	-2	-5	12	4	104
COc1ccc(OC)c(-n2c(=S)[nH]c3cc(C(=O)N4CCN(c5ccccc5)CC4)ccc3c2=O)c1	-4	6	0.7	95	15	0	8	0	101
COC(=O)[C@@]1(Cc2ccc(F)cc2)[C@H]2c3cc(C(=O)N(C)C)n(Cc4c(CO)[nH]cc(C)c4=O)c3C[C@H]2CN1C(=O)c1ccccc1	3	1	nt	100	-10	0	6	0	88
CCc1ccc(-c2csc(-c3c[nH]c4ccccc34)n2)cc1	2	11	-1.0	100	3	1	5	0	99
CCOc1ccc(N(CC(=O)NCc2ccc(C)cc2)S(=O)(=O)c2c(C)[nH]c(=O)[nH]c2=O)cc1	1	-1	0.2	111	6	3	-1	0	103
COC(=O)NC(NC(=S)Nc1cccc(C)c1)C(Cl)(Cl)Cl (centres undefined)	-1	-3	-1.0	106	1	0	-1	0	106
COc1cc2nc(N3CCN(C(=O)c4ccco4)CC3)nc(N)c2cc1OC	-2&0	6&5	-0.3&-1.5	93&81	19&-9	-4&-1	10&8	1&0	99&82
CCCOc1ccc(CSc2n[nH]c(C)n2)cc1	-2	5	-0.4	101	-3	8	-4	0	102
NC(=O)c1sc2cc(C(F)(F)F)cnc2c1-c1ccccc1	-1	-2	-0.5	106	20	0	3	0	102
CCC(=O)Nc1ccc(C(=O)NNC(=O)c2ccccc2)cc1	11	-4	-2.1	107	24	5	6	3	105
CC(C)[C@H]1COCCS(=O)(=O)N1Cc1ccccc1	-3	7	-2.0	102	22	7	10	0	97
Cc1cc(Oc2ccc(=O)n(C)n2)nc(SCc2ccccc2)n1	-7	0	-0.8	87	-2	3	8	2	105
O=C(NC1CCCC1)C1c2ccccc2C(=O)N1CCCN1CCOCC1 (centres undefined)	5	10	0.1	96	3	-1	5	0	93
Cc1cc(=O)[nH]c(N/N=C/c2ccccc2C(F)(F)F)n1	3	6	-0.4	104	8	-2	2	0	99
Cc1cc(=O)n2nc(-c3ccccc3)sc2n1	4	2	0.5	108	-2	0	-1	0	95
Cc1ccc(C(=O)OCCOc2cccc(Cl)c2)cc1S(=O)(=O)N1CCOCC1	0	-6	1.6	96	4	-4	0	1	102
O=C(OCCN=C1NS(=O)(=O)c2ccccc21)c1cccs1	-3	-1	1.8	98	0	-2	0	1	106
CCn1c(=O)c2c(n3cnnc13)-c1ccccc1CC21CCCCC1	4	-1	1.1	105	-10	3	3	1	94
Cc1nc2c(ccc3c2ccc2nc(C)sc23)s1	5	-4	-2.3	109	5	2	-6	2	111
COc1cccc(C(=O)c2sc(NC(C)C)nc2N)c1	3	9	-1.6	117	-3	4	1	0	117
Cc1ccc(N(CC(=O)NC(C)C)C(=O)CCC(=O)Nc2nccs2)cc1C	3	1	-0.9	99	30	-2	6	0	98
Cc1cnc(NC(=O)CCCNC(=O)c2ccc(Cl)cc2)s1	-3	-8	nt	101	19	nt	0	0	103
COc1ccc(NC2CCCN(C(=O)c3csc(C(C)C)n3)C2)cc1 (centres undefined)	8	2	0.6	96	9	4	2	2	94
COc1ccccc1OCC(=O)Nc1ccncc1	-3	1	0.3	110	7	2	5	0	102
COC(=O)CN1C(=O)N/C(=C/c2ccc(C)o2)C1=O	63*	26	-6.0	94	-11	12	29	5	85
COc1ccccc1NCC(=O)N/N=C(\C)c1ccc(Br)s1	1	1	2.2	91	-12	6	4	0	97
CCOc1ccccc1C(=O)Nc1ccc2nc(N3CCN(c4ncccn4)CC3)cc(C)c2c1	2	3	nt	103	26	3	5	1	97
Cc1ccc(N(C(=O)Cn2nnc(-c3cccs3)n2)C(C(=O)NC2CCCC2)c2ccncc2)cc1 (centres undefined)	2	10	-2.2	98	4	-3	2	0	101
